# CF NFkB block – inhibitors of cystic fibrosis induced NF-kB | AID 588850 | KKLEB NF-kB-GFP reporter, PAF-induced, GFP fluorescence overnight | actives 0.86% (n = 360,000) | inhibition, % at 5 µM;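 active = at least 50% inhibition at 5 µM, scaled per plate between neutral and stimulator controls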;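 note: PAF is a Pseudomonas aeruginosa culture filtrate used as stimulus; plate controls were PAF-stimulated DMSO wells for no effect and unstimulated DMSO wells for full effect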
# SRC2 inh – inhibits human steroid receptor coactivator 2; inhibition, % at 9 µM; HEK293 GAL4-SRC2 luciferase reporter, luminescence; actives 0.17% (n = 370,000);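 active = inhibition above the mean inhibition of all tested compounds plus 3 SD, set per campaign, cut at about 52% in these data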;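 note: 0% = DMSO treated cells and 100% = cells given Gossypol at 36 µM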
# SRC3 inh – inhibits human SRC3 coactivator. actives 0.17% (n = 360,000). inhibition, % at 3.6 µM. AID 588352. HEK293 GAL4-SRC3 luciferase reporter, luminescence;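 active = inhibition above a per-campaign cutoff, the mean of all compounds plus 3 SD, cut at about 60% in these data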;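 note: 0% = DMSO-treated cells and 100% = gossypol-treated cells at 36 µM; higher means less SRC3-driven luciferase light from the GAL4 reporter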
# NR2F2 inh – NR2F2 (human) inhibition, primary screen | P24468 | HEK293T NGFI-A luciferase reporter, luminescence | inhibition, % at 8.6 µM | actives 0.7% (n = 370,000) | AID 686940;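 active = inhibition above a per-plate cutoff, mean inhibition of test wells between control levels plus 3 SD, cut at about 38% in these data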;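 note: cells cotransfected with COUP-TFII expression vector driving the NGFI-A reporter; 0% = median of COUP-TF2 test wells and 100% = reporter-only cells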
# Target sequence (P24468 whole entry, looked up): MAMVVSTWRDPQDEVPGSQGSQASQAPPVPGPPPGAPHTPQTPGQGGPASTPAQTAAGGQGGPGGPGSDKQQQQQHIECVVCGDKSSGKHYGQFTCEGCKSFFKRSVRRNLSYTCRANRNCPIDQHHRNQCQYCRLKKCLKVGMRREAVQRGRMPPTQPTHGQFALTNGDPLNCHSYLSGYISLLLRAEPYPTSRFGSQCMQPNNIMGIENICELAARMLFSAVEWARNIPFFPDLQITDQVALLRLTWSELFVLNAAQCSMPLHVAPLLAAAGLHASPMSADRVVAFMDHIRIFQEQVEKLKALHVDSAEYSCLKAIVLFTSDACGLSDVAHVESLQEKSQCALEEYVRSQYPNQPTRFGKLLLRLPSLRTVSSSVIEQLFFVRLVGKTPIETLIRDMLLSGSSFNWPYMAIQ
# TWEAK-Fn14 inh – inhibitors of TWEAK-Fn14 interaction signaling | TWEAK-stimulated Fn14 reporter cells, luciferase luminescence, 8 h | actives 2% (n = 360,000) | inhibition, % at 10 µM; in the data active = inhibition above about 50%
# NR5A2 inv ag – NR5A2 inverse agonism in reporter assay | inhibition, % at 3.6 µM | AID 602396 | O00482 | HEK293T StAR-luciferase reporter, LRH-1 transfected, 24 h | actives 0.13% (n = 360,000);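 active = inhibition above the mean inhibition of all tested compounds plus 3 SD, cut at about 73% in these data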;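 note: 0% = DMSO wells and 100% = reporter-only cells lacking LRH-1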
# Target sequence (O00482 whole entry, looked up): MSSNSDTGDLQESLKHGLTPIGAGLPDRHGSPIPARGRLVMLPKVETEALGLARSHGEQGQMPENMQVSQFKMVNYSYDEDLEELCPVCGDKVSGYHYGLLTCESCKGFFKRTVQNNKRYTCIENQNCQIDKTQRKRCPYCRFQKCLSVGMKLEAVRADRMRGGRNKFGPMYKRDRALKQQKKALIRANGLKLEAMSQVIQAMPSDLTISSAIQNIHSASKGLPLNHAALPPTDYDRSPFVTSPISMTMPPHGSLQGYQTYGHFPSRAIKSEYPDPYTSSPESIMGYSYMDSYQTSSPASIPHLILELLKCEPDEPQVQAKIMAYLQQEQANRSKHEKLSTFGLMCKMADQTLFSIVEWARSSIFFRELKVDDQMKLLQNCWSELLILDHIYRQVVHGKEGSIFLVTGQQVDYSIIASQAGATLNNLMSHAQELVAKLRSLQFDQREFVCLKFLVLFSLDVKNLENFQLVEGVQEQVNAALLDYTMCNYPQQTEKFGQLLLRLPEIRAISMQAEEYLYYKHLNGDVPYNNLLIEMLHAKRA
# EBV LMP1 NFkB – reduces LMP1-driven NF-kappaB luciferase signal. LMP1-induced NF-kappaB luciferase reporter cells, luminescence. inhibition, % at 12.5 µM. actives 0.69% (n = 350,000). AID 504558; in the data active = inhibition above about 41%;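 note: 0% = neutral control wells and 100% = reference inhibitor control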
# C8 TRAIL sens – caspase-8 TRAIL sensitization; NB7+C8 cells + TRAIL, ATPlite viability luminescence; inhibition (viability loss, TRAIL sensitization), % at 10 µM; actives 1% (n = 360,000); AID 624354;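 active = compounds causing at least 50% loss of cell viability in the single-dose screen, relative to plate controls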
# KKLEB cytotox – reduces viability of KKLEB cystic fibrosis airway cells; KKLEB CF airway cells viability, ATPlite luminescence, overnight; stronger effect = lower value; cells stimulated with P. aeruginosa culture filtrate; activity change (cytotoxicity), % at 5 µM; actives 0.36% (n = 360,000);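 active = corrected activity change at or below -50% at 5 µM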
# TROY signal inh – inhibitors of TROY-dependent NF-kB signaling; actives 0.98% (n = 360,000); Q293 LMP1-TROYcd NF-kB luciferase reporter, 4 h; inhibition, % at 10 µM;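 active = compounds whose plate-normalised and pattern-corrected inhibition of the luciferase reporter signal at the single screening dose is 50% or more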
# NCOA1 inh – inhibits human SRC1 coactivator; AID 588354; inhibition, % at 3.6 µM; HEK293 GAL4-SRC1 luciferase reporter, luminescence; actives 0.12% (n = 360,000);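 active = inhibition above the campaign mean plus 3 SD, with each screening campaign given its own cutoff, cut at about 60% in these data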;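 note: 0% = DMSO treated cells and 100% = gossypol at 36 µM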
# Active calls of the source: *; . = no result given.
# Sample of the layout, four compounds:
SMILES,CF NFkB block,SRC2 inh,SRC3 inh,NR2F2 inh,TWEAK-Fn14 inh,NR5A2 inv ag,EBV LMP1 NFkB,C8 TRAIL sens,KKLEB cytotox,TROY signal inh,NCOA1 inh
CC(=O)c1ccc(N2CCN(S(=O)(=O)c3c(C(=O)N4CCCC4)c(C)n(C)c3C)CC2)cc1,-6.2,-7.9,21.5,-7.7,-5.0,25.8,-8.8,-21.3,5.8,3.6,10.4
CCCCCCN=CC1=C(O)C(C(=O)OC)C(C)(C)CC1=O (configuration not stated),2.9,-4.5,8.1,10.7,-12.2,-2.7,-6.0,2.0,-4.1,4.7,-31.3
CCCCN(CC)C(=O)/C=C/c1cccc([N+](=O)[O-])c1,4.9,-2.1,20.4,-1.5,-9.6,-7.6,0.0,1.1,-3.3,-24.7,-1.4
CC(=O)Nc1nc(-c2ccccc2)ns1,-15.9,-16.3,-44.2,-21.0,5.0,-44.5,-15.1,-2.5,-2.3,-51.6,-22.0

# The whole of this part, from the start:
SMILES,CF NFkB block,SRC2 inh,SRC3 inh,NR2F2 inh,TWEAK-Fn14 inh,NR5A2 inv ag,EBV LMP1 NFkB,C8 TRAIL sens,KKLEB cytotox,TROY signal inh,NCOA1 inh
CC(=O)c1ccc(N2CCN(S(=O)(=O)c3c(C(=O)N4CCCC4)c(C)n(C)c3C)CC2)cc1,-6.2,-7.9,21.5,-7.7,-5.0,25.8,-8.8,-21.3,5.8,3.6,10.4
CCCCCCN=CC1=C(O)C(C(=O)OC)C(C)(C)CC1=O (configuration not stated),2.9,-4.5,8.1,10.7,-12.2,-2.7,-6.0,2.0,-4.1,4.7,-31.3
CCCCN(CC)C(=O)/C=C/c1cccc([N+](=O)[O-])c1,4.9,-2.1,20.4,-1.5,-9.6,-7.6,0.0,1.1,-3.3,-24.7,-1.4
CC(=O)Nc1nc(-c2ccccc2)ns1,-15.9,-16.3,-44.2,-21.0,5.0,-44.5,-15.1,-2.5,-2.3,-51.6,-22.0
CN(CC(=O)Nc1ccc(F)cc1)CC(=O)Nc1ccc(F)c(F)c1F,1.4,26.2,18.4,-4.9,-11.3,4.8,0.0,0.6,-1.9,1.1,6.7
C=CCN(CC=C)C(=O)c1cccc(OC2CCN(S(=O)(=O)N(C)C)CC2)c1,-16.1,-0.4,1.8,1.9,12.5,15.2,-1.1,2.7,3.8,10.2,-11.7
CCCOc1ccc(N2C(=O)CC(NCC(=O)OCC)C2=O)cc1 (configuration not stated),5.7,-2.2,14.7,-8.8,0.4,-4.1,.,6.7,-7.8,-1.5,9.0
COc1ccc(NC(=O)CN(c2cc(C)cc(C)c2)S(=O)(=O)c2c(C)noc2C)cc1,14.0,-16.7,-10.0,6.2,10.0,9.1,-1.0,3.0,1.7,-2.1,1.0
CCN(CC(=O)Nc1ccc2c(c1)OCCO2)CC(=O)Nc1ccc(C)c([N+](=O)[O-])c1,9.5,13.9,-3.9,-8.9,-21.2,17.5,-8.3,-15.4,4.6,0.2,-18.1
COc1ccc(Cn2cc(CN3CC(N4CCN(CCN(C)C)CC4)CS3(=O)=O)nn2)cc1 (configuration not stated),.,-14.6,.,11.5,-0.9,-6.1,.,6.5,.,-5.8,.
O=c1c(S(=O)(=O)c2ccc(Cl)cc2)cn(Cc2ccccc2)c2ccc(F)cc12,10.2,-2.0,0.0,-8.3,-13.5,1.8,2.0,0.6,-0.1,0.0,10.6
CN(C)CC(C)(C)CNC(C(=O)Nc1ccc(Cl)cc1C(F)(F)F)c1ccccc1 (configuration not stated),18.2,6.2,14.3,-1.1,7.7,-4.3,5.1,9.5,2.2,-9.7,6.5
COc1ccc(C)cc1Cn1nnc2ccccc21,-11.6,-0.3,-16.9,-1.4,4.2,6.7,-4.1,-15.7,8.8,-22.1,-7.3
Cc1ccnc(NC(=O)c2sc3cc(Cl)ccc3c2Cl)c1,-11.3,-19.7,-35.5,-19.0,-30.8,-24.8,-11.1,36.5,-7.6,-79.5,-35.1
O=C(C1CCN(S(=O)(=O)c2cccnc2)CC1)N1CCCCC1,-1.4,-16.7,-1.5,10.1,-17.2,-17.8,-6.0,-6.2,-3.0,24.0,2.1
O=C(N/N=C/c1cc([N+](=O)[O-])ccc1O)NC12CC3CC(CC(C3)C1)C2,3.9,37.2,44.4,27.6,93.0*,31.0,26.6,-4.3,-10.2,85.1*,36.0
O=C(NCc1ccc(F)cc1)c1ccc[nH]1,3.4,1.7,4.1,-11.2,-4.5,6.4,-19.2,1.7,5.2,-12.3,1.5
Cc1cccc(C)c1NC(=O)CN(C)S(=O)(=O)c1ccc(-c2ccc(=O)[nH]n2)s1,-2.7,31.4,-11.6,-9.5,-4.0,-5.1,1.8,-9.2,-10.2,-6.8,-23.7
O=C(NCc1ccc(F)cc1)c1cccc2c1C(=O)N(Cc1cccnc1)C2,-1.3,-27.0,8.0,-10.0,-1.5,17.9,5.8,-7.7,1.7,6.4,0.1
Cc1ccc(CC2SC(=Nc3ccccc3)N(c3ccccc3)C2=O)cc1 (configuration not stated),-1.9,-1.4,12.1,-3.2,15.7,9.5,6.0,1.7,-2.6,19.5,3.9
COc1cc(OC)cc(C(=O)Nc2ccc(-c3nc4ccccc4o3)c(O)c2)c1,-44.7,.,-28.0,.,19.4,-40.3,-13.3,-10.0,13.0,-50.8,-39.3
CCCCCCCCNCCS(=O)(=O)NCc1ccccc1,6.5,0.6,4.3,2.2,-29.6,7.7,-1.6,7.3,-28.6,10.4,-4.4
CCOC(=O)C1=NNC(C(=O)O)C1c1ccccc1 (configuration not stated),11.2,2.8,-2.1,7.2,-15.3,-0.7,-2.7,-10.7,-3.5,-1.9,5.4
Cc1cc(C)c2c(=O)n(CC(=O)Nc3cccc(Cl)c3C)sc2n1,-18.9,18.6,2.4,5.3,11.5,1.3,5.3,3.6,5.6,0.1,1.0
CN(C)S(=O)(=O)c1ccc(C(=O)Nc2ccc(CN3CCCC3)cc2)cc1,3.4,-7.0,13.8,2.8,4.1,-8.8,-5.7,4.3,-3.2,-0.1,14.9
CCc1ccc(S(=O)(=O)NCc2ccc(N3CCN(C)CC3)cc2)cc1,-3.0,7.8,-3.0,5.4,7.0,13.4,-7.9,7.6,5.6,6.6,-9.3
COc1cc(-c2nc3ccc4ccccc4c3c3c2CCC3)cc(OC)c1OC,2.7,9.6,2.1,3.3,14.2,3.7,14.8,7.9,2.8,-1.1,-10.9
COc1cc(C(=O)NNC(=O)CSc2nnc3ccccn23)cc(OC)c1OC,-0.4,-24.9,-1.0,-0.3,14.1,20.1,2.4,0.8,-10.9,-2.9,-4.7
COc1cccc(-c2nn(-c3ccccc3)cc2C(=O)O)c1,-0.5,-8.5,7.6,0.8,-0.1,-14.8,7.3,-1.6,6.0,3.9,-4.7
O=C(NC1CCCCCC1)c1cc(S(=O)(=O)N2CCCCC2)ccc1N1CCOCC1,-3.7,10.3,-3.3,6.3,-3.5,21.1,-0.3,7.5,-1.4,19.9,7.2
O=C(NCc1ccc2c(c1)OCO2)Nc1ccc2nsnc2c1,0.1,-15.9,5.0,-12.1,-0.8,3.0,-7.6,6.2,-24.9,4.0,-13.4
Nc1nnc(CCS(=O)(=O)c2ccc(Br)cc2)s1,21.0,-2.9,2.5,5.5,9.4,6.9,-10.6,27.0,1.2,-12.9,3.6
Cc1cccc(-c2noc(CNC(=O)c3ccoc3C)n2)c1,-11.8,-5.7,12.6,14.8,10.6,-9.8,1.0,-7.0,3.0,19.5,-8.4
NS(=O)(=O)c1ccc(CCNC(=O)CSc2nc3ccsc3c(=O)n2Cc2ccccn2)cc1,-26.7,-28.9,-32.9,-2.8,-20.2,-23.9,-3.1,-7.4,15.9,-12.0,-21.1
Cc1ccc(-c2nnc(-c3ccccc3S(=O)(=O)Cc3ccc(Cl)cc3)o2)cc1,32.2,18.9,-1.2,-1.2,0.7,-4.1,3.1,4.7,-22.8,-56.0,-13.8
O=C(NC1CCCC1)C1c2ccccc2OCC(=O)N1C1CC1 (configuration not stated),.,4.8,.,18.0,7.5,0.1,.,6.8,.,18.2,.
OCCN(Cc1ccccc1)Cc1nc(CC2CC2)no1,5.7,-16.6,13.4,-24.5,-13.1,-6.4,-11.7,9.6,-0.9,-8.0,-10.9
CCC(=O)NCCc1nc2ccccc2n1Cc1ccc(C)cc1,-3.4,-9.3,13.6,5.0,0.8,13.0,4.8,5.4,9.7,-4.1,6.0
O=C1NC(c2ccccc2)=CC(c2ccccc2)N1 (configuration not stated),9.4,-5.2,4.1,5.5,-0.2,-5.1,-12.9,0.7,-9.9,4.2,-22.7
O=C(NCCCN1CCOCC1)c1cc(-c2ccc(Cl)c(Cl)c2)on1,25.0,-6.7,3.1,1.9,-14.4,-10.7,1.5,4.7,-8.4,-16.4,-10.3
CCOC(=O)[C@H](CCc1ccccc1)N[C@@H](C)C(=O)N1CCC[C@@H]1C(=O)O,0.1,16.0,-6.7,3.9,4.2,-23.2,1.0,-10.4,-17.8,10.4,-2.2
CC(=O)OC[C@@H]1CN(Cc2ccccc2)C[C@H](n2cnc3c(NC4CC4)ncnc32)O1,-0.8,-19.6,-9.7,-19.0,12.1,-11.1,.,-20.6,11.6,-5.0,-7.9
Cc1cc2ccccc2nc1Br,9.6,-3.0,16.1,-18.9,17.8,17.0,-3.6,8.4,-4.3,-10.7,2.3
CCCc1cc(=O)oc2cc(OCC(=O)N3CCC(C(N)=O)CC3)ccc12,27.7,-48.9,8.3,-14.6,-32.4,31.2,-4.3,-0.3,-20.2,4.6,-8.8
COC(=O)c1ccc(NC(=O)C2CCCN(S(=O)(=O)c3cnc[nH]3)C2)cc1 (configuration not stated),10.9,-14.8,-10.3,-4.4,4.1,-20.7,0.7,-4.8,-5.7,-12.4,-18.0
CC(C)(C)S(=O)N1Cc2cc(C(=O)NCC(F)(F)F)nc(-c3cccc(-c4cccc(F)c4)c3)c2[C@H]1CCO (some centres not stated),0.8,-14.5,-24.0,-2.6,15.1,-2.2,.,-6.5,-11.6,15.2,2.9
O=C(Nc1ccc([N+](=O)[O-])cc1)c1ccccc1F,0.9,-49.5,-41.3,-16.6,-9.6,-95.8,-26.5,-7.7,-6.0,-46.0,-52.7
COc1ccc(CCNC(=O)c2ccc(Cl)c(S(=O)(=O)N3CCCC3)c2)cc1,20.5,-29.0,12.8,40.8*,34.5,10.2,8.4,4.4,-2.0,7.2,0.5
COc1cc(OC)c2c(-c3ccccc3)cc(=O)oc2c1C(CCN1CCCCC1)c1ccc2c(c1)OCO2 (configuration not stated),22.4,-9.5,-5.9,7.0,-5.9,-23.3,-6.5,22.4,-32.1,2.9,-13.7
O=C(Cc1ccccc1[N+](=O)[O-])N1CCN(c2ccc(F)cc2)CC1,-13.8,-25.5,8.8,17.2,-2.6,16.7,3.3,8.0,3.4,-8.0,-16.2

# A stretch from further up, as a working copy:
SMILES,CF NFkB block,SRC2 inh,SRC3 inh,NR2F2 inh,TWEAK-Fn14 inh,NR5A2 inv ag,EBV LMP1 NFkB,C8 TRAIL sens,KKLEB cytotox,TROY signal inh,NCOA1 inh
O=C(Nc1ccc([N+](=O)[O-])cc1)c1ccccc1F,0.9,-49.5,-41.3,-16.6,-9.6,-95.8,-26.5,-7.7,-6.0,-46.0,-52.7
COc1ccc(CCNC(=O)c2ccc(Cl)c(S(=O)(=O)N3CCCC3)c2)cc1,20.5,-29.0,12.8,40.8*,34.5,10.2,8.4,4.4,-2.0,7.2,0.5
